Bioassay records as filed in PubChem.
Bim-Bcl-W: inhibitors of Bim binding to Bcl-W, primary screen, biochemical, multiplexed, bead-based flow cytometry; Bcl-2-like protein 2 (Homo sapiens), Q92843; Bim peptide-Bcl-W binding; inhibition, % at 10 µM; hit rate 0.02% among 190,000;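 note: 0% = bound tracer without compound and 100% = peptide blocker; higher means less fluorescent Bim peptide bound to Bcl-W beads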
Target sequence (Q92843 whole entry, looked up): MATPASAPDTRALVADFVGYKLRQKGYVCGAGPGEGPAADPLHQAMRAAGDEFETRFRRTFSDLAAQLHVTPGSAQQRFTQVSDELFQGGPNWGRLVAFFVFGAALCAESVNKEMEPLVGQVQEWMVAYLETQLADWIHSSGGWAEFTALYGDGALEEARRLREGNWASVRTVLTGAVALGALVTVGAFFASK
Rab7 wt modul: modulators of GTP binding to Rab7, primary screen, biochemical, wildtype, multiplex bead flow cytometry; hit rate 0.055% among 190,000; GST-Rab7 beads, fluorescent GTP binding; actives lie on both sides; untreated = 100%, excess cold GTP = 0%; Rab7 GTPase wild type (dog), Bodipy-FL-GTP binding; GTP binding activity (percent of control), % at 10 µM;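 active = fluorescent GTP binding to Rab7 beads changed by at least 20 points from the 100% baseline, either direction, mostly lower; inconclusive = compound itself probably fluorescent, or too few beads counted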;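 note: median green fluorescence of bound Bodipy-FL-GTP per Rab7 bead population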
Rac1 mut GTP: GTP binding modulators of activated mutant Rac1, primary screen, biochemical, bead-based flow cytometry, multiplex, fluorescent GTP; Ras-related C3 botulinum toxin substrate 1 (Homo sapiens), P63000; GST-Rac1 activated beads; actives lie on both sides; 100% means binding = to untreated wells; percent activity (GTP binding), % at 10 µM; hit rate 0.11% among 190,000; AID 764, 2007;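 active = GTP binding at least 20 percentage points away from the 100% baseline, in either direction, so actives lie on both sides; inconclusive = Compound likely fluorescent itself, or too few beads counted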
Bcl-XL Bim block: inhibitors of Bim-Bcl-XL binding, primary screen, biochemical, multiplexed, bead flow cytometry, human Bcl-XL; Bim peptide-Bcl-XL binding, fluorescence; inhibition, % at 10 µM; hit rate 0.04% among 190,000; AID 1007, 2008
Cdc42 wt: modulators of GTP binding to wildtype Cdc42, primary screen, biochemical, multiplex bead flow cytometry, Bodipy-GTP; GST-Cdc42 beads; actives lie on both sides; percent activity (GTP binding), % at 10 µM; hit rate 0.2% among 190,000; Cell division control protein 42 homolog (Homo sapiens), P60953;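 active = percent activity GTP binding at least 20 points away from the 100% baseline, either down as inhibitor or up as activator; inconclusive = compound flagged as likely green fluorescent from well-wide comparison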;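 note: median bead fluorescence of bound Bodipy-FL-GTP at 100 nM; 0% = excess unlabeled GTP control and 100% = no compound control; below 100% means less GTP binding so inhibitor and above means activator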
Target sequence (P60953 whole entry, looked up): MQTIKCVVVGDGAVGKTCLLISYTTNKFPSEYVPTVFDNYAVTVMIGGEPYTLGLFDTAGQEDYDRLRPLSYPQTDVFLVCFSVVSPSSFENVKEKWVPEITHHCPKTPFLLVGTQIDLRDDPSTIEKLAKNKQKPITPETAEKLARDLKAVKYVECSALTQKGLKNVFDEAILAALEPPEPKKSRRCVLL
Bim-Bcl-B: inhibitors of Bim-Bcl-B binding, primary screen, biochemical, multiplexed, human Bcl-2 family. bead-based flow cytometry, Bim peptide-Bcl-B binding. hit rate 0.073% among 190,000. inhibition, % at 10 µM. Bcl-2-like protein 10 (Homo sapiens), Q9HD36;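 note: 0% = tracer peptide without compound and 100% = reference inhibitor peptide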
Target sequence (Q9HD36 whole entry, looked up): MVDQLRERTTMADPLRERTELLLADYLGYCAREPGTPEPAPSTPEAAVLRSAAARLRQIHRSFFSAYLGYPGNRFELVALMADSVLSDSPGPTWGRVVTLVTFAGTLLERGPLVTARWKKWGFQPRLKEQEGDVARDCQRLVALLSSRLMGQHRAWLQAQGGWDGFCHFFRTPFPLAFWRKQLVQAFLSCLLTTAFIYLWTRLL
HRas wt GTP bind: modulators of GTP binding to HRas wildtype, primary screen, biochemical, bead-based flow cytometry, multiplex | GTPase HRas (Homo sapiens), P01112 | GST-Ras wt beads, Bodipy-FL-GTP binding; actives lie on both sides | GTP binding activity, % at 10 µM | hit rate 0.14% among 190,000 | AID 759, 2007;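 active = GTP binding activity at least 20% away from the 100% baseline, either lowered as inhibitor or raised as activator; inconclusive = flagged as likely green fluorescent, judged across all proteins in the well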;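 note: 0% = unlabeled GTP competition control and 100% = no-compound control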
Bcl-2 Bim block: inhibitors of Bim-Bcl-2 binding, primary screen, biochemical, multiplexed, human Bcl-2 family; Apoptosis regulator Bcl-2 (Homo sapiens), P10415; Bead-based flow cytometry, Bim peptide-Bcl-2 binding; inhibition, % at 10 µM; hit rate 0.06% among 190,000; AID 950, 2007; in the data active = inhibition above about 40%; inconclusive = no clear call, values can overlap the other calls;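 note: 0% = no compound wells with probe peptide and 100% = reference peptide inhibitor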
Target sequence (P10415 whole entry, looked up): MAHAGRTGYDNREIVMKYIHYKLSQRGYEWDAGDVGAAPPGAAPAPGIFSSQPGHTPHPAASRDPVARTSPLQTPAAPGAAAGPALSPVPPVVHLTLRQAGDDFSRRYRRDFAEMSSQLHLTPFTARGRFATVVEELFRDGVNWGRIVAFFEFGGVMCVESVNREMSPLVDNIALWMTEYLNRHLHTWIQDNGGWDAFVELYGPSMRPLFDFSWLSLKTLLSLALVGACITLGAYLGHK
Bfl-1 Bim block: inhibitors of Bim binding to Bfl-1, primary screen, biochemical, multiplexed, bead-based flow cytometry. Bcl-2-related protein A1 (Homo sapiens), Q16548. inhibition, % at 10 µM. Bim-Bfl-1 binding inhibition. hit rate 0.12% among 190,000;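 note: 0% = wells without compound plus tracer and 100% = blocker peptide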
Rab2A wt mod: modulators of GTP binding to Rab2A wildtype, primary screen, biochemical, dog, bead-based flow cytometry, multiplex | hit rate 0.19% among 190,000 | GTP binding activity, % at 10 µM | AID 760, 2007 | GST-Rab2 wt beads, Bodipy-GTP binding | Ras-related protein Rab-2A (Canis lupus familiaris), P61105;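 active = GTP binding activity at least 20 points away from 100%, either lowered or raised; inconclusive = signal likely due to the compound's own green fluorescence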;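 note: 0% = beads with excess unlabeled GTP and 100% = no-compound control corrected for plate trend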
Rac1 wt GTP bind: wildtype Rac1 GTP binding modulators, primary screen, biochemical, GST-Rac1 beads, flow cytometry, multiplex; GTP binding activity (% of control), % at 10 µM; hit rate 0.27% among 190,000; AID 757, 2007; fluorescent GTP binding; actives lie on both sides; 0 = cold GTP competed, 100 = untreated;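 active = GTP binding activity at least 20 points away from the 100% control level, either lower or higher; inconclusive = compound flagged as likely green fluorescent, judged across all proteins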
Starred values were filed as active, the others as inactive; ? = inconclusive. Cut-off read from the data, not from the text of the source, unless noted: active = inhibition above about 40%. Rows were taken by chance; overall some 0.62% were active at least once.

The line under a structure holds: Bim-Bcl-W, Rab7 wt modul, Rac1 mut GTP, Bcl-XL Bim block, Cdc42 wt, Bim-Bcl-B, HRas wt GTP bind, Bcl-2 Bim block, Bfl-1 Bim block, Rab2A wt mod, Rac1 wt GTP bind
CCC1CCCCN1C(=O)CSc1nnc(-c2ccco2)o1 (stereo not given)
 : -5, 96, 99, -9, 105, -9, 99, -14, -19, 98, 110
O=C(/C=C/c1ccco1)N1CCN(S(=O)(=O)/C=C/c2ccccc2)CC1
 : 2, 100, 99, 0, 99, -3, 101, 1, 0, 101, 100
CCc1nnc(NC(=O)c2ccc(S(=O)(=O)N3CCOCC3)cc2)s1
 : 3, 108, 102, -7, 104, -10, 103, -11, -12, 102, 107
COc1ccccc1C(=O)Nc1nc(-c2ccc3c(c2)OCCO3)cs1
 : 0, 94, 78*, 0, 78*, -6, 87, -3, -8, 81, 78*
CCCNC(=O)NS(=O)(=O)c1cnccc1Sc1ccc(Cl)c(Cl)c1
 : -2, 103, 103, -7, 104, -6, 105, -5, -9, 103, 105
CC(C)(C)NC(=O)c1ccc2c(c1)C(=O)N(C1CCCCC1)C2=O
 : 4, 105, 101, 3, 102, 0, 104, 2, 0, 103, 104
COc1nccnc1NS(=O)(=O)c1ccc(N=Cc2c(C)[nH]n(-c3ccccc3)c2=O)cc1
 : 0, 99, 96, -4, 100, 0, 99, 0, 1, 93, 95
Oc1[nH]c2ccccc2c1N=Nc1ccc(F)cc1
 : -2, 99, 100, -3, 98, -2, 102, 4, -1, 98, 103
Cc1ccnc2nc(C(=O)OCCOc3ccc(Cl)cc3)nn12
 : 0, ?, ?, 0, ?, -2, ?, 1, -2, ?, ?
O=c1c(-c2ccc(Cl)cc2)[n+]([O-])c2ccccc2n1OCc1ccccn1
 : 4, 99, 95, -3, 102, -2, 98, -5, -12, 96, 100
Cc1cc(NC(=O)COC(=O)c2n[nH]c3ccccc23)no1
 : 1, 102, 100, 0, 105, -5, 103, -2, -10, 102, 104
COc1ccc(N(CC(=O)NCc2ccccc2)S(=O)(=O)c2c(C)noc2C)cc1
 : 1, 101, 97, 1, 98, -5, 99, -6, -5, 98, 100
Oc1ccccc1C1CC(c2cccs2)=NC(c2cccc(Br)c2)N1 (stereo not given)
 : 2, 96, 89, -3, 95, -1, 95, 1, -3, 92, 94
CCCc1nc(N2CCOCC2)c2sc(=S)n(-c3ccccc3)c2n1
 : -3, 99, 98, -7, 97, -5, 99, -13, -12, 99, 99
CCc1cc2c(=O)c(-c3ccon3)c(N)oc2cc1OC
 : -3, 95, 98, -8, 101, -5, 97, -4, -18, 96, 102
C/C(=N\N1C(=O)c2ccccc2NC1c1ccccc1)c1ccccc1O (stereo not given)
 : -1, 95, 95, -3, 96, -5, 97, -1, -5, 95, 95
COc1ccc2[nH]c(CN3CCN(C(C)C)C(CCO)C3)c(C)c2c1 (stereo not given)
 : 1, 95, 91, 1, 94, 0, 95, -2, 1, 97, 91
Cc1cc2c3c(c1C)C1(C(=O)N3C(C)(C)CC2C)C(C#N)=C(N)Oc2n[nH]c(C)c21 (stereo not given)
 : 0, 109, 101, 0, 105, 1, 104, 2, 0, 107, 104
Cn1c(CSc2ncn[nH]2)nc2ccccc21
 : -2, 102, 100, -2, 105, -3, 105, -1, 0, 104, 103
CCn1c(N2CCN(S(=O)(=O)c3ccc(Cl)cc3)CC2)nc2ccccc21
 : -4, 92, 97, -7, 95, -3, 93, -6, -7, 95, 97
CC1(C)CC(=O)C2=C(C1)OC(N)=C(C#N)C2c1ccccc1 (stereo not given)
 : -2, 100, 98, 0, 96, 0, 95, -1, -4, 99, 98
c1ccc(OCCCn2nnc(-c3ccncc3)n2)cc1
 : 0, 101, 103, -6, 107, -7, 104, -10, -11, 105, 110
CCOC(=O)C1(CC2CC2)CCN(Cc2cc(Cl)c(O)c(OC)c2)CC1
 : 2, 99, 94, 3, 98, 1, 97, 3, 0, 96, 99
Cc1nn2c(-c3ccc(Cl)cc3)ccnc2c1-c1ccccc1
 : 0, 102, 96, -18, 100, -5, 99, -8, -8, 99, 100
O=C(Nc1ccc2oc(-c3ccccc3F)nc2c1)c1ccco1
 : -2, 104, 96, 0, 95, 0, 93, 1, 4, 96, 97
N#Cc1nc(-c2cccs2)oc1NCCCN1CCOCC1
 : 0, 93, 95, -2, 97, -3, 95, -2, 0, 95, 95
O=C(CSc1nc2cc(C(F)(F)F)ccc2n1Cc1ccccc1)NC1CCS(=O)(=O)C1 (stereo not given)
 : -5, 96, 102, -6, 103, -10, 103, -7, -4, 102, 101
CCOc1cc(/C=N/O)ccc1OCc1ccc(F)cc1
 : -4, 94, 101, -10, 100, -10, 100, -6, -14, 102, 97
Cc1ccc(C2=NN(C3=NN=C(N)Cc4ncnn43)C(O)(C(F)(F)F)C2)cc1 (stereo not given)
 : 2, ?, ?, 4, ?, 0, ?, 0, -3, ?, ?
COC(=O)c1ccc(C)c(NS(=O)(=O)c2ccc(C)c([N+](=O)[O-])c2)c1
 : -1, 105, 97, 0, 104, -3, 101, -4, -2, 103, 101
Cc1cccc(C)c1NC(=O)Nc1ccccc1-n1ccnc1
 : -3, 104, 96, -2, 97, -5, 99, -4, -6, 101, 100
CC(=O)OCC[n+]1c(C)n(-c2ccccc2)c2ccc(Cl)cc21
 : -2, 101, 96, -1, 98, -3, 98, -1, -4, 97, 98
NC(=S)NNc1cccc2cccnc12
 : 8, 94, 90, 7, 86, 1, 88, 2, 18, 87, 80
Cn1c(SCc2cccc(Cl)c2)nc(C(F)(F)F)cc1=O
 : -3, 102, 97, -4, 97, -8, 101, -7, -10, 99, 104
CCOC(=O)c1c(C)nc(-c2ccccc2)nc1NC(=O)CC
 : -5, 99, 96, -6, 96, -1, 95, -5, -2, 97, 96
C(/C=C/C=C/Nc1ccccc1)=Nc1ccccc1
 : 3, 98, 99, -2, 101, 2, 101, 0, -5, 102, 108
COc1ccc(-c2cc3nc4c(c(=O)n3[nH]2)CCC4)cc1
 : 4, 94, 91, 0, 93, 3, 96, 1, 0, 91, 91
Nc1nc(NCc2ccco2)nc(N2CCCCC2)c1[N+](=O)[O-]
 : -3, 103, 100, -7, 99, -6, 103, -3, -6, 102, 105
Cc1cccc(NC(=O)c2ccc([N+](=O)[O-])o2)n1
 : 2, 96, 102, 0, 102, 0, 102, -1, 0, 104, 101
N=C1/C(=C/c2cccn2-c2cccc([N+](=O)[O-])c2)C(=O)N=C2SC=CN12
 : -2, 99, 96, -5, 96, -13, 95, -3, -7, 96, 95
Cc1ccc(-c2nc3sc4c(c3c(=O)n2N)CC(C)(C)OC4)cc1
 : -3, 101, 99, -3, 105, -5, 99, -8, -12, 100, 109
COc1cc(-c2nc3cccc(C)n3c2NCC2CCCO2)ccc1O (stereo not given)
 : -2, 103, 96, -5, 99, -1, 97, -3, -4, 97, 100
Cc1ccc(N=C(c2cccs2)N2CCOCC2)cc1
 : 7, 94, 101, -5, 102, -3, 101, -1, -3, 99, 105
CCN1CCN(/C=N/c2nc(C)cs2)CC1
 : -4, 104, 105, -5, 106, -3, 105, -1, -1, 104, 108
CC(=O)c1cccc(NC(=O)N[C@@H](CC(C)C)C(=O)O)c1
 : -2, 105, 100, -6, 103, -11, 103, -7, -18, 104, 107
CCOC(=O)c1sc(=S)n2c1[nH]c(=O)c1ccc(C(=O)OC)cc12
 : -5, 92, 91, -16, 94, -39, 93, -8, 22, 92, 90
CN1CCN(c2ccc([N+](=O)[O-])cc2NC(=O)c2ccccc2)CC1
 : -3, 98, 104, -2, 101, -2, 99, -4, -6, 99, 103
COc1ccc(CC(=O)NC(=S)Nc2ccc(S(N)(=O)=O)cc2)cc1
 : -5, 103, 99, -3, 96, -8, 99, -3, -2, 97, 107
CCOC(=O)c1c(N)sc(C(=O)Nc2ccccc2)c1C
 : -3, ?, ?, -5, ?, -22, ?, -4, 2, ?, ?
CCCNC(=O)c1nnsc1Sc1ccc(Cl)cc1
 : -1, 106, 98, -4, 99, -9, 102, -2, -6, 100, 98
COC(=O)c1ccc(CSc2nnc(CNC(=O)c3ccc(OC)cc3)o2)o1
 : 0, 97, 101, -9, 102, -7, 100, -12, -17, 102, 105
Clc1ccc(-c2nc3ncccn3c2Cl)cc1
 : 0, 95, 95, 0, 94, 6, 95, 1, 8, 96, 96
O=C(COC(=O)C1c2ccccc2Oc2ccccc21)Nc1ccc2c(c1)OCO2
 : 0, 99, 99, -1, 100, -1, 100, -1, -1, 99, 99
CN(C)S(=O)(=O)c1ccc(Cl)c(NC(=O)CN2CCNC(=O)C2)c1
 : -2, 102, 95, -3, 94, -4, 96, -3, -6, 97, 95
